SV40 large T antigen – TAg ATPase/helicase activity blockers – biochemical (AID 1903) | SV40 large T antigen ATPase/helicase inhibition assay; higher % means a stronger effect | one-dose inhibition, % at 20 µM; IC50 in µM for titrated hits | 310,000 compounds, 0.39% hits; in the data active means a potency from the dose series; inconclusive means inhibition mostly from about 32% at the one dose, without a potency; inactive means the rest, 99 in 100 with inhibition below about 32%; further: strong numbers were not always called active
Dengue-2 NS5 capping – Dengue-2 NS5 methyltransferase inhibitors, primary screen, biochemical, confirmation dose response (AID 588689). 340,000 compounds, 0.3% hits. Dengue-2 NS5 methyltransferase capping enzyme assay, biochemical; higher % means a stronger effect. one-dose inhibition, % at 25 µM; IC50 in µM for titrated hits; in the data active means a potency from the dose series; inconclusive means inhibition above about 29% without an active follow-up result
GPR35 arrestin U2OS – inhibition of zaprinast-stimulated GPR35 beta-arrestin translocation – imaging, U2OS, beta-arrestin-GFP, zaprinast agonist, primary screen (AID 2058) | U2OS GPR35 beta-arrestin-GFP translocation imaging, zaprinast antagonism; higher % means a stronger effect | inhibition, % at 10 µM; hits with a dose series show IC50 in µM | 290,000 compounds, 0.052% hits;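 active means inhibition of at least 50% with at least 30 cells and total cytoplasm GFP at most 10,000,000; inconclusive means under 30 cells or total GFP of 10,000,000 plus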
PhoP inhibition – PhoP-dependent GFP reporter repression – Salmonella Typhimurium, primary screen (AID 1863); S. Typhimurium PhoP-regulated promoter GFP reporter, 4 h; higher % means a stronger effect; one-dose inhibition, % at 50 µM; IC50 in µM for titrated hits; 300,000 compounds, 0.16% hits;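 active means inhibition over 29.93%, a cutoff 3 SD above the screen mean, later confirmed by dose response; inconclusive means inhibition over 29.93% but no dose response follow-up; inactive means inhibition at most 29.93% or unconfirmed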;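 further: 0% = low Mg2+ inducing control and 100% = high Mg2+ repressing control; strong numbers were not always called active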
HIV peptide binding – cell-free HIV fusion peptide-binding blockers – biochemical, uHTS, fluorescence dequenching, primary screen (AID 1986); cell-free peptide binding, fluorescence dequenching, 30 min; higher % means a stronger effect; inhibition, % at 20 µM, or IC50 in µM where a hit was titrated; 290,000 compounds, 0.3% hits; in the data active means inhibition mostly above about 52%, no sharp cut-off; inactive means mostly below about 76%; further: some results filed as inactive read as strong as hits
UTI89 phage lysis – inhibition of K1F phage lysis, E. coli UTI89, bacterial capsule biogenesis inhibitors, alamar blue (AID 488966). E. coli UTI89 K1F phage lysis, alamar blue, 2 h; higher % means a stronger effect. 340,000 compounds, 0.02% hits. inhibition, % at 100 µM, or IC50 in µM where a hit was titrated;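 active means phage lysis inhibition, versus mean bacterial control, above a set limit; inconclusive means no clear call, values can overlap the other calls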;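 further: capsule biogenesis inhibitors block K1F phage lysis so surviving cells raise fluorescence; higher fluorescence means more inhibition of phage lysis; actives were called in the ten point dose series up to 300 µM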
RSV CPE inhibition – inhibition of RSV-induced cytopathic effect – HEp-2 cells, primary 10 µM value included (AID 2391) | HEp-2 cells, RSV-induced CPE inhibition; higher % means a stronger effect | CPE inhibition, % at 10 µM, or IC50 in µM where a hit was titrated | 310,000 compounds, 0.13% hits; in the data active means a potency from the dose series; inconclusive means CPE inhibition mostly from about 23% at the one dose, without a potency; inactive means the rest, 99 in 100 with CPE inhibition below about 21%; further: strong numbers were not always called active
MgcRacGAP inhibition – MgcRacGAP GTPase-activating activity inhibitors, confirmation, biochemical, ADP Hunter fluorescence; MgcRacGAP-stimulated Rac1 GTP hydrolysis, ADP Hunter fluorescence; higher % means a stronger effect; GST-tagged Rac1 F28L mutant substrate; inhibition, % at 30 µM; hits with a dose series show IC50 in µM; 340,000 compounds, 0.6% hits;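 active means first-screen hits whose inhibition reached a set limit at any dose in the follow-up dose series; inconclusive means inhibition above the set first-screen limit but never retested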;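 further: fluorescence reports GDP produced by GAP-driven GTP hydrolysis; strong numbers were not always called active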
GPR55 LPI antagonism – inhibition of LPI-stimulated GPR55 beta-arrestin translocation – imaging, U2OS, beta-arrestin-GFP, LPI agonist, primary screen (AID 2013); U2OS GPR55 beta-arrestin-GFP translocation imaging, LPI antagonism; higher % means a stronger effect; one-dose inhibition, % at 10 µM; IC50 in µM for titrated hits; 290,000 compounds, 0.13% hits;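 active means spots per cell inhibited over 60%, with over 100 cells counted and total cytoplasm intensity under 500,000; inconclusive means wells with under 100 cells, flagged as likely toxic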;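 further: U2OS cells stably carrying GPR55 and arrestin-GFP stimulated by 5 µM LPI near EC80; imaged beta-arrestin-GFP aggregate spots per cell after agonist stimulation; plate controls were LPI-stimulated DMSO wells for no effect and DMSO wells without LPI for full effect; some results filed as inactive read as strong as hits; confirmed hits need IC50 under 10 µM and bright autofluorescent wells are also inconclusive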
Dengue-2 NS5 capping pilot replicate – recorded beside Dengue-2 NS5 capping, whose call it bears; inhibition, %; measured here: pilot screen replicate inhibition
* marks the source's active call; other numbers are inactive results; i = inactive; ? = inconclusive; · = not tested or not shown; [ ] = another dose, or the depositor's remark.

SMILES	SV40 large T antigen	Dengue-2 NS5 capping	GPR35 arrestin U2OS	PhoP inhibition	HIV peptide binding	UTI89 phage lysis	RSV CPE inhibition	MgcRacGAP inhibition	GPR55 LPI antagonism	others
CCOC(=O)C1CCN(C(=O)Nc2cccc(OC)c2)CC1	7%	7%	-9%	-11%	1.0%	0.0%	3.9%	7%	2%
O=C(COC(=O)c1cc(-c2cccs2)nc2ccccc12)NCc1ccco1	8%	9%	24%	3%	-1.8%	-0.3%	1.2%	13%	2%
COc1ccc(S(=O)(=O)N2CCCC(C(=O)Nc3cccc(C(C)=O)c3)C2)cc1 (centres undefined)	7%	-6%	20%	-14%	3.1%	4.8%[50 µM]	1.4%	4%	-19%
O=C(Oc1ccc(Cl)c2cccnc12)N1CCCCC1	6%	-1%	14%	-3%	1.7%	0.2%	1.3%	8%	3%
FC(F)Oc1ccc(N=C2SCC3CCCCN23)cc1 (centres undefined)	8%	-4%	8%	10%	-1.7%	0.3%	7.1%	3%	-6%
CCOC(=O)c1c(C)[nH]c(C)c1S(=O)(=O)N(C)CC(=O)Nc1ccccc1C	4%	-2%	1%	-2%	-1.1%	0.0%	1.8%	1%	-8%
Oc1cccc2ccc[n+](CC(O)Cn3c4ccccc4c4ccccc43)c12 (centres undefined)	-13%	4%	3%	29%	-14%	6.0%	8.2%	20%	3%
COc1ccccc1-c1cc(C(=O)N2CCN(c3ccc(F)cc3)CC2)no1	16%	-5%	6%	-7%	-0.2%	-0.7%	·	7%	7%
O=C(CCC(=O)N(c1ccc(F)cc1)C(C(=O)NC1CCCC1)c1ccncc1)Nc1cccnc1 (centres undefined)	1%	-4%	-1%	7%	3.0%	0.2%	0.5%	5%	-8%
CCOc1ccc(-n2c(=O)c3c4c(sc3n(CC(=O)NCC3CCCO3)c2=O)CCC4)cc1 (centres undefined)	11%	-6%	11%	5%	-2.4%	0.0%	1.4%	16%	2%
O=C(NCC1CCN(Cc2ccccc2Cl)CC1)Nc1ccccc1F	8%	0%	-2%	-7%	-0.6%	0.2%	-1.3%	6%	-1%
O=C(N/N=C/c1ccc([N+](=O)[O-])o1)C(=O)Nc1ccc(C(=O)O)cc1	20%	-2%	-2%	-7%	23%	0.0%	-0.6%	-7%	5%

The closing two entries of the section before come first, to join the parts:
SMILES	SV40 large T antigen	Dengue-2 NS5 capping	GPR35 arrestin U2OS	PhoP inhibition	HIV peptide binding	UTI89 phage lysis	RSV CPE inhibition	MgcRacGAP inhibition	GPR55 LPI antagonism	others
O=C(NCC1CCN(Cc2ccccc2Cl)CC1)Nc1ccccc1F	8%	0%	-2%	-7%	-0.6%	0.2%	-1.3%	6%	-1%
O=C(N/N=C/c1ccc([N+](=O)[O-])o1)C(=O)Nc1ccc(C(=O)O)cc1	20%	-2%	-2%	-7%	23%	0.0%	-0.6%	-7%	5%
CCOC(=O)c1nnn(CC(=O)NC(=O)Nc2cccc(CC)c2)c1C(=O)OCC	10%	-2%	-8%	-3%	-0.5%	0.2%	0.2%	11%	18%
COCc1cc(=O)n2[nH]c(C)cc2n1	-4%	-5%	1%	-7%	-1.1%	1.8%	-0.6%	10%	-19%
O=C(CSc1nnnn1-c1ccc(O)cc1)c1ccc(F)cc1	5%	·	4%	-2%	-2.1%	·	·	·	-1%
COc1ccc(O)c(/C=N/NC(=O)c2cc(=O)[nH]c3ccccc23)c1	30%	7%	9%	18%	-2.3%	0.1%	0.2%	7%	12%
CCOC(=O)c1c(NC(=O)C2CCCCC2C(=O)O)sc2c1CCCCC2 (centres undefined)	17%	8%	9%	-1%	7.9%	0.2%	-2.0%	6%	2%
Cc1cc(C)cc(NC(=O)c2ccc(CNc3c(N4CCOCC4)c(=O)c3=O)cc2)c1	2%	-3%	-2%	2%	-0.7%	-0.4%	3.2%	8%	-2%
CCCCCn1c(=O)[nH]c2cc(C(=O)NCCCN(CC)CC)ccc2c1=O	16%	2%	20%	8%	1.1%	-0.4%	-1.4%	10%	19%
O=C(O)C1C2CCCCC2=C2CCCCC2C1C(=O)O (centres undefined)	1%	5%	4%	-1%	4.2%	0.3%	1.6%	6%	5%
COc1cc2[nH]c(C(=O)NN)c(N)c2cc1OC	?	·	13%	3%	-4.7%	·	·	·	3%
CCOc1ccc(C(=O)N(C)C2CCS(=O)(=O)C2)cc1 (centres undefined)	3%	-6%	6%	-11%	1.2%	0.7%	2.3%	5%	2%
CN(C)CCNC(=O)COc1cccc2c1OC(C)(C)C2	5%	1%	-6%	-5%	2.1%	0.3%	0.2%	8%	-2%
CS(=O)(=O)c1sc(C(=O)NC(=O)Nc2cccc(C(F)(F)F)c2)c2c1C=CCC2	10%	-10%	11%	-12%	0.1%	0.8%	·	4%	12%
CCc1nnc(NC(=O)CSc2nnc(CNc3ccc(Cl)cc3)o2)s1	9%	15%	7%	1%	-1.0%	0.0%	0.5%	11%	24%
COCCNC(=O)COC(=O)c1cccnc1SC	-4%	-3%	13%	13%	-0.3%	0.5%	-0.1%	-3%	11%
CCN(CC(=O)Nc1c(F)cccc1F)C(=O)CN1C(=O)c2ccccc2C1=O	11%	3%	·	-11%	·	1.0%[50 µM]	-1.9%	9%	·
Nc1nnc(-c2cccc([N+](=O)[O-])c2)s1	16%	·	16%	-2%	-1.2%	·	2.3%	·	9%
O=C1CC(c2ccc(O)c(O)c2)Oc2cc(O)cc(O)c21 (centres undefined)	45%	-4%	10%	-10%	20%	-4.3%	3.8%	?	-7%
CC1(c2ccc(Cl)cc2Cl)OCC(Cn2ccnc2)O1 (centres undefined)	12%	-12%	3%	11%	0.8%	1.2%	2.7%	?	0%
CC[n+]1c(C)sc2c3ccsc3ccc21	28%	·	4%	-13%	-1.2%	i	0.2%	19%	2%
O=C(c1ccc2c(c1)OCO2)N(CC1CCCO1)C1(C(=O)NC2CCCC2)CCCCC1 (centres undefined)	1%	-6%	-12%	-3%	-0.4%	3.6%	?	10%	-6%
COc1ccccc1N1CCN(C/C(C)=C/c2ccccc2)CC1	10%	-2%	-8%	2%	-1.8%	3.0%	-0.7%	2%	-20%
O=C(COc1ccc2ccccc2c1Br)Nc1cccnc1	9%	1%	0%	-7%	-0.1%	-0.2%	4.6%	-6%	0%
O=C1CCCN1CCCN1C(=O)N[C@@H](Cc2ccccc2)C1=O	-3%	-8%	3%	1%	1.8%	1.0%	-0.9%	9%	0%
CCC(NS(=O)(=O)c1ccc(OC)cc1)C(=O)O (centres undefined)	1%	-2%	6%	-5%	1.2%	-0.7%	0.2%	-4%	-9%
CCN=C1SC(CC(=O)NCCc2ccc(OC)c(OC)c2)C(=O)N1CC (centres undefined)	5%	-5%	16%	-1%	-2.8%	-2.1%	2.3%	0%	3%
Cc1cc(Nc2ccc(Cl)cc2)nc(N)n1	-22%	-11%	1%	46%	-2.0%	-0.5%	6.2%	11%	8%	Dengue-2 NS5 capping pilot replicate=-3.6
CC(=O)OCC(=O)[C@@]1(O)CC[C@H]2[C@@H]3C[C@H](C)C4=CC(=O)C=C[C@]4(C)[C@H]3[C@@H](O)C[C@@]21C	-1%	-1%	-6%	-4%	-0.9%	3.6%	-2.4%	1%	11%
CCn1c(COc2cccc3cccnc23)nnc1SCC(=O)O	4%	-1%	4%	22%	-3.0%	-3.2%	-0.1%	2%	-1%
CCOc1ccc(NC(=O)c2cc3c(C)nc4ccccc4c3o2)cc1	4%	8%	3%	-1%	0.3%	1.0%	4.0%	1%	-24%
CSc1ccccc1OCc1cc(C(=O)N2CCc3c(Cl)cccc3C2)no1	5%	-7%	-3%	4%	0.1%	0.0%	11%	-7%	6%
CCOC(=O)C1CCN(C(=O)C2CCN(S(=O)(=O)c3cc(Cl)ccc3OCC)CC2)CC1	18%	1%	9%	-2%	1.4%	0.0%	2.8%	10%	7%
CCOC(=O)N1CCN(S(=O)(=O)c2ccc(OC)cc2)CC1	1%	-7%	-1%	-4%	-0.9%	1.0%	1.3%	3%	-9%
COc1cccc(NC(=O)CC(=O)c2ccccc2)c1	11%	-5%	6%	1%	-0.8%	1.8%	-0.4%	6%	-8%
COc1ccccc1CNC(=O)CCS(=O)(=O)c1ccc2c(c1)CCN2C(C)=O	12%	-3%	-7%	-5%	-0.6%	0.6%	1.7%	10%	20%
CC12CCC(C1)C(C)(C)C2OC(=O)c1ccccc1C(=O)O (centres undefined)	7%	4%	-2%	-7%	0.4%	-0.2%	-1.1%	2%	4%
CCOC(=O)/C(C#N)=C/c1ccc(OC(=O)c2ccco2)c(OCC)c1	2%	1%	-19%	-6%	2.2%	-0.3%	1.0%	14%	0%
Cc1cccc(NC(=O)c2ccc(OC3CSC3)cc2)c1	21%	-4%	-6%	-9%	0.1%	1.6%[50 µM]	7.2%	6%	-8%
Cc1noc(C)c1C(=O)NC(C)c1ccc(Cl)cc1Cl (centres undefined)	6%	-4%	-9%	7%	-1.0%	0.6%	0.8%	-1%	12%
COc1ccccc1CNC(=O)Cn1ccc2cc(S(=O)(=O)N3CCCC3)ccc21	11%	-7%	-10%	-8%	-1.1%	0.2%	3.9%	14%	4%
CCC1Nc2ncnc(N3CCOCC3)c2N(Cc2ccccc2)C1=O (centres undefined)	8%	-4%	·	·	·	0.4%	1.2%	8%	·
Nc1cc(CN2C(=O)c3ccccc3C2=O)cc(Cl)c1O	8.4µM*	3%	-6%	0%	6.5%	0.0%	-0.7%	?	42%
CCCC1C2C(=O)N(c3ccccc3OCC)C(=O)C2ON1c1ccccc1 (centres undefined)	22%	-8%	-14%	-10%	0.7%	0.5%	0.5%	4%	14%
O=C(CN1C(=O)S/C(=C\c2ccccc2Cl)C1=O)NCCCn1ccnc1	8%	-4%	15%	-9%	-0.6%	0.8%	0.3%	14%	4%
COc1cccc(/C=C/C(=O)c2ccc3c(c2)OCCO3)c1OC	4%	-5%	-2%	5%	-1.2%	-0.1%	8.4%	2%	4%
Cc1cc(NC(=O)c2ccc(S(=O)(=O)N(C)C)cc2)n(-c2ccccn2)n1	4%	1%	3%	6%	-1.3%	0.2%	2.2%	6%	3%	Dengue-2 NS5 capping pilot replicate=0.3

Screening results: PubChem, several laboratories
